Compound activity deposited in PubChem BioAssay by several laboratories.
NF-kB expr up – activators of NF-kB expression in neurons, primary screen, cell-based, HTS. fold change at 12.5 µM. human neuronal cells, NF-kB reporter expression; hits give high values. AID 1239, 2008. 1.6% of 190,000 active; in the data active = fold change above about 3.3
STAT1 act – STAT1 signaling activators, primary screen, cell-based, HTS, luciferase reporter; NIH 3T3 STAT1-luciferase reporter, IFN-gamma, luminescence; 100% = IFN-gamma alone, no compound; activation (% of control), % at 5.5 µM; 2.6% of 200,000 active;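 active = activation above the screen-wide mean activation plus 3 SD, cut at about 130% in these data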;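 also: raw ratio to IFN-gamma control signal so 100% means no change and 0% no light; values of inactives mirror those of a sister screen read the other way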
STAT3 blocker – IL-6 driven STAT3 reporter inhibitors, primary screen, U3A cells, luciferase, luminescence, MLSCN library. IL-6 STAT3-luciferase reporter; host cell line lacks STAT1. inhibition, % at 5.5 µM. 0.89% of 190,000 active. AID 862, 2007;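 active = inhibition above the mean inhibition across all screened compounds plus 3 SD, cut at about 44% in these data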;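 also: 0% = DMSO only wells and 100% = 100 µM nifuroxazide control wells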
STAT3 act – IL-6 driven STAT3 reporter potentiators, primary screen, U3A cells, luciferase, luminescence, MLSCN library; 0.91% of 190,000 active; IL-6 STAT3-luciferase reporter; 100% = signal with IL-6 EC80 alone; activation (% of control), % at 5.6 µM;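 active = activation above the screen-wide mean of compound activation plus 3 SD, cut at about 130% in these data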;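 also: 0% = background luminescence of wells with medium and substrate only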
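Test system: Human STAT1-deficient U3A cells with stable STAT3-luciferase reporter | Also added: Interleukin-6, 33 ng/mL | Timing: Compound pre-incubation 1 h before IL-6, then 6 h stimulation at 37 °C | Technique: Luciferase reporter luminescence | Read-out: Percent of IL-6-only median luminescence | Benchmarks: IL-6-only wells as 100% reference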
RAM inhibit – inhibitors of the yeast RAM network, primary screen, dse1pr::URA3 reporter, 5-FOA selection; S. cerevisiae dse1pr::URA3 reporter, 5-FOA growth OD615, 2 d; analog-sensitive cbk1-as2 kinase mutant strain; inhibition, % at 50 µM; 1.8% of 190,000 active; AID 868, 2007;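 active = inhibition above a set limit, 3 SD over mean compound inhibition, cut at about 8.4% in these data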;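 also: 0% = DMSO-only wells with no growth and 100% = 10 µM 1-NA-PP1 full growth; inhibition rescues growth on 5-FOA so higher OD means more RAM inhibition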
APP transl inh – inhibitors of APP translation via 5'UTR reporter, primary screen, APP 5'UTR luciferase, SH-SY5Y cells; SH-SY5Y APP 5'UTR-luciferase reporter, luminescence; inhibition, % at 2 µM; 0.82% of 190,000 active; AID 1285, 2008;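 active = inhibition above a set limit, derived from the sample mean plus 3 SD, cut at about 45% in these data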; also: values of inactives mirror those of a sister screen read the other way
APP 5'UTR act – activators of APP 5'UTR luciferase reporter, primary screen, SH-SY5Y cells. SH-SY5Y APP 5'UTR luciferase reporter, luminescence; zero percent = DMSO vehicle wells. activation, % at 2 µM. 1% of 190,000 active;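 active = activation above a set limit, based on mean plus 3 SD of controls, cut at about 140% in these data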; also: values of inactives mirror those of a sister screen read the other way
STAT1 blocker – STAT1 signaling inhibitors, primary screen, cell-based, HTS, luciferase reporter; 0.35% of 200,000 active; AID 920, 2007; NIH 3T3 STAT1-luciferase reporter, IFN-gamma, luminescence; inhibition, % at 5.5 µM;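 active = inhibition above a set limit, the mean inhibition across all tested compounds plus 3 SD, cut at about 34% in these data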;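 also: 0% = IFN-gamma with DMSO and 100% = IFN-gamma with 300 µM nifuroxazide; values of inactives mirror those of a sister screen read the other way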
Hsp70 activator – Hsp70 transcriptional activators, primary screen, cell-based, HeLa, Hsp70 promoter luciferase, luminescence, 10 µM; 0.04% of 200,000 active; HeLa Hsp70 promoter luciferase reporter; scaled: vehicle 0, proteasome-inhibitor control 100%; activation, % at 10 µM; AID 1203, 2008;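 active = activation above the mean across all tested compounds plus 3 SD, cutoff set per campaign, cut at about 5.5% in these data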;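 also: 100% = MG132 at 30 µM as the positive control and 0% = DMSO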
FLuc inhib CS – firefly luciferase enzyme inhibitors, primary screen, artefact control for luciferase-based inhibitor screens, biochemical, luminescence, ATPLite; Luciferin 4-monooxygenase (Photinus pyralis), P08659; inhibition, % at 10 µM; 1.5% of 200,000 active; AID 1006, 2008; 10 min;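 active = inhibition above about 50% when tested at 10 µM, limit read from the data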
Target sequence (P08659 whole entry, looked up): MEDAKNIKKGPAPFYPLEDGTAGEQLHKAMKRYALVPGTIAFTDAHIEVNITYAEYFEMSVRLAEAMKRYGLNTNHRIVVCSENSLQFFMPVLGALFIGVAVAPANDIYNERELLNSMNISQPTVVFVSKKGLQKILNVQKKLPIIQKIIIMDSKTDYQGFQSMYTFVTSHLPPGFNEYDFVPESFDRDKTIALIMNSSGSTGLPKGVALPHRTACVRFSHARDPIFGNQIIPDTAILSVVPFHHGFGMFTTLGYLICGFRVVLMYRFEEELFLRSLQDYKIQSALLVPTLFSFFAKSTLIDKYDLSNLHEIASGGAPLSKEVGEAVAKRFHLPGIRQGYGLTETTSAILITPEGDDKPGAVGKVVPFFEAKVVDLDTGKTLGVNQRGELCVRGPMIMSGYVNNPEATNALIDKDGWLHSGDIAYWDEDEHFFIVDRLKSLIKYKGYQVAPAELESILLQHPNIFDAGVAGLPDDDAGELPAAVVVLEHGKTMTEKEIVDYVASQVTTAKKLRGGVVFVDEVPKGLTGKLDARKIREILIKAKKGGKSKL
* hit, by the source's call.

For CN(C)CCNC(=O)c1cc(Br)ccc1Cl the results were NF-kB expr up 1.1, STAT1 act 104, STAT3 blocker 1, STAT3 act 102, RAM inhibit -0.1, APP transl inh -17, APP 5'UTR act 17, STAT1 blocker -5, Hsp70 activator 0.1 and FLuc inhib CS -4.
COc1ccc(NC(=O)c2ccc3nccnc3c2)cc1 was read as NF-kB expr up 3.1, STAT1 act 131*, STAT3 blocker 20, STAT3 act 86, RAM inhibit 1.5, APP transl inh -82, APP 5'UTR act 82, STAT1 blocker -36, Hsp70 activator 0.1 and FLuc inhib CS 36.
Screening O=C(O)c1ccccc1C(=O)N1CCN(c2cccc(Cl)c2)CC1 returned NF-kB expr up 1.1, STAT1 act 89, STAT3 blocker 8, STAT3 act 96, RAM inhibit 1.3, APP transl inh -4, APP 5'UTR act 4, STAT1 blocker 12, Hsp70 activator -0.1 and FLuc inhib CS -5.
COCCNC(=O)[C@H](C)[C@H]1C[C@]1(C)[C@H](NC(=O)OCc1ccccc1)c1ccccc1 was read as NF-kB expr up 1.1, STAT1 act 94, STAT3 blocker -2, STAT3 act 99, RAM inhibit 1.2, APP transl inh 4, APP 5'UTR act -4, STAT1 blocker 7, Hsp70 activator 0.1 and FLuc inhib CS 4.
Screening COc1ccc(S(=O)(=O)Nc2cccc(-c3ccc4nncn4n3)c2)cc1F returned STAT1 act 98, STAT3 blocker -5, STAT3 act 109, RAM inhibit 5.6, APP transl inh 63*, APP 5'UTR act -63, STAT1 blocker 1, Hsp70 activator -0.1 and FLuc inhib CS -6.
`Cc1cc(C)c(S(=O)(=O)NNC(=O)C2CCN(Cc3ccccc3)CC2)c(C)c1` gave NF-kB expr up 1.2, STAT1 act 105, STAT3 blocker 2, STAT3 act 100, RAM inhibit 0.3, APP transl inh 3, APP 5'UTR act -3, STAT1 blocker -6, Hsp70 activator -0.4 and FLuc inhib CS -1.
`CCCCCn1cnc2sc(-c3ccccc3)cc2c1=O` gave NF-kB expr up 4.8*, STAT1 act 149*, STAT3 blocker 14, STAT3 act 97, RAM inhibit 0.1, APP transl inh -4, APP 5'UTR act 4, STAT1 blocker -54, Hsp70 activator 0.4 and FLuc inhib CS -1.
For O=C1CC(c2ccc3c(c2)OCO3)C2=C(CCCC2=O)N1 (stereo not drawn) the results were NF-kB expr up 1.2, STAT1 act 100, STAT3 blocker 2, STAT3 act 102, RAM inhibit 1.6, APP transl inh 4, APP 5'UTR act -4, STAT1 blocker 0, Hsp70 activator -0.1 and FLuc inhib CS -5.
Screening CC(C)CC(=O)NC1(C(F)(F)F)C(=O)N(Cc2ccccc2)C2=C1C(=O)CC(C)(C)C2 (stereo not drawn) returned NF-kB expr up 1.1, STAT1 act 102, STAT3 blocker 2, STAT3 act 102, RAM inhibit -0.3, APP transl inh 1, APP 5'UTR act -1, STAT1 blocker -2, Hsp70 activator 0.3 and FLuc inhib CS -7.
For O=C(NC(=S)Nc1cccc2cccnc12)c1cccs1 the results were NF-kB expr up 1, STAT1 act 107, STAT3 blocker 3, STAT3 act 101, RAM inhibit 3.5, APP transl inh -22, APP 5'UTR act 23, STAT1 blocker -9, Hsp70 activator -0.1 and FLuc inhib CS 11.
For C/C(=N\NC(=O)c1ccc(C)cc1C)c1ccc2c(c1)Nc1ccccc1S2 the results were NF-kB expr up 1.2, STAT1 act 104, STAT3 blocker 4, STAT3 act 95, RAM inhibit 3.5, APP transl inh -4, APP 5'UTR act 4, STAT1 blocker -2, Hsp70 activator -0.2 and FLuc inhib CS -17.
`C/C=C/Cn1c(SCc2ccc(Cl)cc2)nc2c1c(=O)[nH]c(=O)n2C` gave NF-kB expr up 0.92, STAT1 act 96, STAT3 blocker -2, STAT3 act 104, RAM inhibit 6.0, APP transl inh 10, APP 5'UTR act -10, STAT1 blocker 5, Hsp70 activator 0.0 and FLuc inhib CS -5.
Screening COc1ccc(NC(=O)c2ccc(CN(c3cc(Cl)ccc3C)S(=O)(=O)c3ccccc3)cc2)cc1OC returned NF-kB expr up 0.84, STAT1 act 97, STAT3 blocker 2, STAT3 act 104, RAM inhibit 7.1, APP transl inh 9, APP 5'UTR act -9, STAT1 blocker 3, Hsp70 activator -0.6 and FLuc inhib CS 2.
`O=C(/C=C/c1ccccc1[N+](=O)[O-])c1ccc(F)cc1` gave NF-kB expr up 1.4, STAT1 act 108, STAT3 blocker 18, STAT3 act 90, RAM inhibit 3.3, APP transl inh -36, APP 5'UTR act 36, STAT1 blocker -10, Hsp70 activator 0.1 and FLuc inhib CS -6.
`Cc1nn(-c2cc(N3CCNCC3)ccc2[N+](=O)[O-])c(=O)c2ccccc12` gave NF-kB expr up 0.94, STAT1 act 96, STAT3 blocker 5, STAT3 act 99, RAM inhibit -1.5, APP transl inh -11, APP 5'UTR act 11, STAT1 blocker 4, Hsp70 activator 0.0 and FLuc inhib CS 1.
CCCCNC(=O)C1c2cc(OC)c(OC)cc2C(=O)N(C)C1c1ccc(OC)cc1 (stereo not drawn) was read as NF-kB expr up 1, STAT1 act 109, STAT3 blocker 6, STAT3 act 100, RAM inhibit 1.0, APP transl inh -4, APP 5'UTR act 4, STAT1 blocker -8, Hsp70 activator -0.5 and FLuc inhib CS -7.
For CCCCN(CCCC)c1nc(OC)nc(-n2nnc(C(C)=O)c2C)n1 the results were NF-kB expr up 1, STAT1 act 96, STAT3 blocker 10, STAT3 act 95, RAM inhibit 0.0, APP transl inh -24, APP 5'UTR act 24, STAT1 blocker 5, Hsp70 activator -0.6 and FLuc inhib CS -7.
CCOc1ccc2nc(N3CCC(C(=O)N4CCN(c5ccccn5)CC4)CC3)sc2c1 was read as NF-kB expr up 0.46, STAT1 act 93, STAT3 blocker 26, STAT3 act 78, RAM inhibit -0.2, APP transl inh -22, APP 5'UTR act 22, STAT1 blocker 5, Hsp70 activator -0.5 and FLuc inhib CS 14.
`O=C1CCC/C1=C/Nc1ccc(Cl)cc1` gave NF-kB expr up 1.5, STAT1 act 114, STAT3 blocker 17, STAT3 act 87, RAM inhibit 1.8, APP transl inh -12, APP 5'UTR act 12, STAT1 blocker -16, Hsp70 activator 0.0 and FLuc inhib CS -2.
`Cn1c(=O)c2cc(S(=O)(=O)Nc3cccc(F)c3)ccc2n(C)c1=O` gave NF-kB expr up 1, STAT1 act 97, STAT3 blocker -6, STAT3 act 105, RAM inhibit 1.0, APP transl inh 11, APP 5'UTR act -11, STAT1 blocker 3, Hsp70 activator -0.4 and FLuc inhib CS -8.
`O=C(O)/C=C\C(=O)Nc1ccccc1F` gave NF-kB expr up 1.1, STAT1 act 99, STAT3 blocker 6, STAT3 act 94, RAM inhibit 2.6, APP transl inh -12, APP 5'UTR act 12, STAT1 blocker 1, Hsp70 activator -0.4 and FLuc inhib CS -4.
Screening C/C(=N\NC(=S)NC(C)C)c1ccco1 returned NF-kB expr up 1.1, STAT1 act 102, STAT3 blocker 1, STAT3 act 101, RAM inhibit -0.4, APP transl inh 15, APP 5'UTR act -15, STAT1 blocker -3, Hsp70 activator -0.2 and FLuc inhib CS -3.
CCc1nnc(NC(=O)CSc2nc3c(C)cccc3[nH]2)s1 was read as NF-kB expr up 1, STAT1 act 103, STAT3 blocker 6, STAT3 act 98, RAM inhibit 0.7, APP transl inh 3, APP 5'UTR act -3, STAT1 blocker -4, Hsp70 activator -0.5 and FLuc inhib CS -6.
Cc1cc2nc(-c3ccc(SCC(=O)N4CCN(C(=O)c5ccco5)CC4)nc3)[nH]c2cc1C was read as NF-kB expr up 0.81, STAT1 act 106, STAT3 blocker 14, STAT3 act 91, RAM inhibit 2.2, APP transl inh -40, APP 5'UTR act 40, STAT1 blocker -7, Hsp70 activator 0.1 and FLuc inhib CS 81*.
Screening COc1ccccc1CN1CCCCC1C(=O)O (stereo not drawn) returned NF-kB expr up 1.2, STAT1 act 98, STAT3 blocker -5, STAT3 act 104, RAM inhibit 0.1, APP transl inh -5, APP 5'UTR act 5, STAT1 blocker 2, Hsp70 activator 0.1 and FLuc inhib CS -7.
`Cc1ccc(NC(=S)N2CCN(CCN3C(=O)c4cccc5cccc(c45)C3=O)CC2)cc1` gave NF-kB expr up 1.1, STAT1 act 102, STAT3 blocker 5, STAT3 act 101, RAM inhibit 0.7, APP transl inh -5, APP 5'UTR act 5, STAT1 blocker -2, Hsp70 activator 0.3 and FLuc inhib CS -6.
`COc1ccccc1NC(=S)NC1CCCCCC1` gave NF-kB expr up 1.2, STAT1 act 95, STAT3 blocker 4, STAT3 act 98, RAM inhibit 0.0, APP transl inh -6, APP 5'UTR act 6, STAT1 blocker 6, Hsp70 activator -0.3 and FLuc inhib CS -4.
For Cn1ccnc1Sc1nc(Nc2cccc(Cl)c2)nc(N2CCOCC2)n1 the results were NF-kB expr up 0.49, STAT1 act 97, STAT3 blocker 3, STAT3 act 101, RAM inhibit -0.2, APP transl inh 14, APP 5'UTR act -14, STAT1 blocker 4, Hsp70 activator -0.3 and FLuc inhib CS 4.
COCCNC(=O)C(=O)Nc1ccc(Br)cc1 was read as NF-kB expr up 1.5, STAT1 act 110, STAT3 blocker 0, STAT3 act 102, RAM inhibit 3.2, APP transl inh -17, APP 5'UTR act 17, STAT1 blocker -15, Hsp70 activator -0.1 and FLuc inhib CS 3.
Screening CCCC1=NN2C(=N)/C(=C\c3cc(C)n(-c4cc(C)cc(C)c4)c3C)C(=O)N=C2S1 returned NF-kB expr up 1.2, STAT1 act 106, STAT3 blocker -13, STAT3 act 109, RAM inhibit 5.7, APP transl inh 8, APP 5'UTR act -8, STAT1 blocker -7, Hsp70 activator -0.3 and FLuc inhib CS -2.
`CN(CC(=O)Nc1ccc(C#N)cc1)Cc1ccc(Cl)cc1` gave NF-kB expr up 0.9, STAT1 act 88, STAT3 blocker 1, STAT3 act 103, RAM inhibit 1.8, APP transl inh 13, APP 5'UTR act -13, STAT1 blocker 12, Hsp70 activator -0.3 and FLuc inhib CS -6.
Screening Cc1c(N=C2N=C(NC(=O)NC(C)(C)C)c3ccccc32)c(=O)n(-c2ccccc2)n1C returned NF-kB expr up 0.82, STAT1 act 98, STAT3 blocker -10, STAT3 act 110, RAM inhibit 1.1, APP transl inh 0, APP 5'UTR act 0, STAT1 blocker 2, Hsp70 activator -0.4 and FLuc inhib CS -9.
Screening COc1ccc(CNC(=S)Nc2ccc(F)c(Cl)c2)cc1 returned NF-kB expr up 1.1, STAT1 act 99, STAT3 blocker 12, STAT3 act 100, RAM inhibit 1.1, APP transl inh -15, APP 5'UTR act 15, STAT1 blocker 0, Hsp70 activator -0.5 and FLuc inhib CS -6.
